NCI-60 one-dose screen, 48 h, at 10 µM unless noted. Numbers give growth in % (100 = growth as untreated, 0 = no growth, -100 = all killed).
OVCAR-5 = OVCAR-5 ovarian cancer; actives 2.9% (n = 82,000)
NCI/ADR-RES = NCI/ADR-RES ovarian cells; actives 4.4% (n = 81,000); AID 1794790
OVCAR-3 = OVCAR-3 ovarian cancer. actives 7% (n = 79,000). AID 1794787
NCI-H23 = NCI-H23 lung cancer. actives 4% (n = 80,000). AID 1794731
NCI-H460 = NCI-H460 lung cancer | actives 6.8% (n = 82,000) | AID 1794736
NCI-H522 = NCI-H522 lung cancer. AID 1794739. actives 8% (n = 78,000)
NCI-H322M = NCI-H322M lung cancer. actives 2.7% (n = 80,000)
NCI-H226 = NCI-H226 lung cancer | actives 3.5% (n = 79,000) | AID 1794732
OVCAR-8 = OVCAR-8 ovarian cancer. actives 4.4% (n = 81,000)
Starred values were filed as active, the others as inactive; x = not tested or not shown. Rule for the calls: active = growth percent below 10; inactive = the rest.

| no. | Compound | OVCAR-5 | NCI/ADR-RES | OVCAR-3 | NCI-H23 | NCI-H460 |
| --- | --- | --- | --- | --- | --- | --- |
| 1 | C1CCN(c2nc(=[N+]3CCCCC3)ss2)CC1 | 105.2 | 105.8 | 107.7 | 99.0 | 100.3 |
| 2 | O=C1CC2C(CCC23OCCO3)c2ccc3ccccc3c21 (centres undefined) | 90.6 | 83.9 | 106.8 | 87.2 | 100.0 |
| 3 | CS(=O)(=O)Oc1ccc(Cl)c2ccccc12 | 99.3 | 108.3 | 112.2 | x | 100.9 |
| 4 | CCN(CC)CCOc1ccc(C(=O)/C=C\c2ccc(Cl)cc2Cl)cc1 | 68.0 | 49.9 | 9.6* | 58.3 | 61.3 |
| 5 | COc1ccc(OC)c(C2C(C#N)=C(N)N(c3ccc(OC(F)(F)F)cc3)C3=C2C(=O)CC(C)(C)C3)c1 (centres undefined) | 96.9 | 96.4 | 105.3 | 95.6 | 102.1 |
| 6 | O=C(NS(=O)(=O)c1ccccc1)n1cc(-c2ccncc2)c(-c2cc(O)cc(Cl)c2)n1 | 115.4 | 97.3 | 108.2 | 104.5 | 110.7 |
| 7 | c1ccc(COC(CN2CCCCC2)c2ccccc2)cc1 (centres undefined) | 104.8 | 102.0 | 112.7 | 98.5 | 102.7 |
| 8 | CCCOc1nc2c(c(=O)n(C)c(=O)n2C)n1C | 103.4 | 102.7 | x | 113.5 | 100.3 |
| 9 | Oc1cc(CN2CCOCC2)c(O)cc1CN1CCOCC1 | 98.9 | 96.0 | 113.1 | 87.7 | 107.0 |
| 10 | NC(=N/N=C(/c1ccccc1)c1ccc(N)cc1)/C(N)=N\N=C(/c1ccccc1)c1ccc(N)cc1 | 106.5 | 103.6 | 110.1 | 97.1 | 98.5 |
| 11 | CC1=C[C@H]2c3c(c(O)c(O)c4oc(-c5ccccc5)cc(=O)c34)[C@H](c3cc(O)c(O)c4oc(-c5ccccc5)cc(=O)c34)[C@H]2C(C)(C)C1 | 20.0 | 17.5 | 7.8* | -14.4* | -31.8* |
| 12 | CCCCCCCC/C(C=O)=C\c1ccccc1 | 104.1 | 101.2 | 104.3 | 93.3 | 109.0 |
| 13 | CCCCN(CCCC)CCCNc1nccc2ccccc12 | 82.9 | 80.4 | 91.2 | 83.1 | 66.4 |
| 14 | COc1ccc(CNc2ccc(Nc3ncc(NC(=O)Nc4cc(OC)cc(OC)c4)c(Oc4ccc(OC)cc4)n3)cn2)cc1 | 81.0 | 96.5 | 106.4 | 100.0 | 104.9 |
| 15 | O=C(O)c1ccccc1C(=O)c1ccc2c(c1)CCC2 | 111.8 | 108.9 | 109.4 | 97.5 | 105.7 |

| no. | NCI-H522 | NCI-H322M | NCI-H226 | OVCAR-8 |
| --- | --- | --- | --- | --- |
| 1 | 87.6 | 98.0 | 101.3 | 102.7 |
| 2 | 107.0 | x | 97.5 | 98.1 |
| 3 | 112.4 | x | 96.0 | 102.3 |
| 4 | 44.0 | 63.9 | 53.5 | 53.3 |
| 5 | 86.6 | 98.4 | 75.7 | 98.3 |
| 6 | 76.1 | 107.7 | 103.7 | 104.1 |
| 7 | 91.1 | 112.1 | 93.6 | 97.3 |
| 8 | 102.4 | 97.7 | 104.8 | 99.9 |
| 9 | 107.7 | 97.8 | 94.4 | 106.9 |
| 10 | 90.1 | 93.2 | 99.1 | 98.0 |
| 11 | -12.7* | 6.9* | -3.1* | 8.7* |
| 12 | 101.9 | 110.1 | 108.6 | 106.4 |
| 13 | 93.0 | 91.5 | 91.0 | 91.1 |
| 14 | 83.1 | 98.3 | 85.0 | 85.5 |
| 15 | 84.7 | x | 96.7 | 97.5 |

Reformatted: results already given
Value order: OVCAR-5 | NCI/ADR-RES | OVCAR-3 | NCI-H23 | NCI-H460 | NCI-H522 | NCI-H322M | NCI-H226 | OVCAR-8
6	O=C(NS(=O)(=O)c1ccccc1)n1cc(-c2ccncc2)c(-c2cc(O)cc(Cl)c2)n1
 : 115.4 | 97.3 | 108.2 | 104.5 | 110.7 | 76.1 | 107.7 | 103.7 | 104.1
13	CCCCN(CCCC)CCCNc1nccc2ccccc12
 : 82.9 | 80.4 | 91.2 | 83.1 | 66.4 | 93.0 | 91.5 | 91.0 | 91.1

Additional results follow.
| no. | Compound | OVCAR-5 | NCI/ADR-RES | OVCAR-3 | NCI-H23 | NCI-H460 |
| --- | --- | --- | --- | --- | --- | --- |
| 16 | COc1ccc(-c2cc(Cc3cccs3)c(=O)n(Cn3ccnc3)n2)cc1 | 102.7 | 104.9 | 114.5 | 103.9 | 115.9 |
| 17 | CCCCCCC1CCCCN1C(c1ccccc1)C(O)c1ccccc1 (centres undefined) | 62.6 | 65.0 | 65.4 | 49.3 | 32.7 |
| 18 | C=CCN1C(=O)/C(=C/C(=O)OCC)S/C1=N\Nc1cc(=O)[nH]c2ccc(Br)cc12 | 101.0 | 102.1 | 96.9 | 95.1 | 103.6 |
| 19 | CCOC(=O)/C=C/c1ccc(OC)cc1 | 114.9 | 107.8 | 111.7 | 104.5 | 104.7 |
| 20 | COc1cc(CNC(=O)CCCC/C=C/C(C)C)ccc1OCc1nnc(Nc2ccccc2Br)o1 | 92.3 | 90.6 | 104.9 | 87.1 | 93.2 |
| 21 | CCOC(=O)C1=C(C)NC(C)=C(C(=O)OC)C1c1cccc([N+](=O)[O-])c1 (centres undefined) | 107.6 | 66.2 | 98.5 | 83.8 | 112.7 |
| 22 | Clc1ccc(OCc2cn(Cc3ccc(-c4ccccc4-c4nn[nH]n4)cc3)nn2)cc1 | 111.7 | 108.0 | 104.3 | 103.6 | 112.7 |
| 23 | CC1=NCC2NC(=O)NC(C)=C12 (centres undefined) | 97.4 | 106.1 | 105.2 | 102.7 | 101.3 |
| 24 | CCCCCCCC/C=C\CCCCCCCCOc1cccc(CC(=O)NCC[N+](C)(C)C)c1 | 51.8 | 102.9 | 99.4 | 83.1 | 57.9 |
| 25 | Cc1ccc(Nc2c(O)nc[nH]c2=O)cc1 | 108.0 | 114.8 | 118.5 | 105.3 | 114.4 |
| 26 | Cc1cc(N2CCOCC2)nc(-n2ccc3ccccc32)n1 | 98.6 | 91.7 | 90.1 | 85.6 | 99.9 |
| 27 | N#CC(c1ccccc1)C1CCCCC1 (centres undefined) | 109.7 | 100.4 | 105.9 | 96.9 | 116.4 |
| 28 | O=c1cc(C(F)(F)F)[nH]c(=S)[nH]1 | 101.8 | 109.1 | 119.7 | 103.2 | 112.1 |
| 29 | CCOC(=O)C(C)C/C(C)=N/NC(N)=O (centres undefined) | 102.7 | 106.3 | 113.6 | 97.3 | 106.2 |
| 30 | O=C(Nc1ccc(Cl)cc1)Nc1cccc(Oc2nnc(Cl)c3ccccc23)c1 | 113.1 | 83.6 | 85.4 | 89.0 | 98.1 |
| 31 | O=C1C2=C(CCN(Cc3ccccc3)C2)N2CCN=C2N1Cc1ccc(C(F)(F)F)cc1 | 56.9 | 16.6 | 23.9 | 31.0 | 14.7 |
| 32 | CCCCCOC(=O)N1CCCCC1CCCC (centres undefined) | 100.9 | 109.0 | 106.8 | 100.4 | 109.3 |

| no. | NCI-H522 | NCI-H322M | NCI-H226 | OVCAR-8 |
| --- | --- | --- | --- | --- |
| 16 | 99.9 | 114.3 | 104.4 | 104.1 |
| 17 | 48.4 | 77.8 | 79.3 | 80.7 |
| 18 | 93.9 | 88.5 | 98.0 | 99.0 |
| 19 | 83.8 | 109.2 | 89.2 | 89.7 |
| 20 | 76.8 | 94.1 | 83.5 | 98.7 |
| 21 | 79.1 | 90.2 | 106.3 | 89.0 |
| 22 | 92.3 | 99.2 | 100.2 | 110.2 |
| 23 | 96.5 | 94.7 | x | 104.8 |
| 24 | 80.8 | 102.4 | x | 85.9 |
| 25 | 102.0 | 95.2 | 105.9 | 107.0 |
| 26 | 92.1 | 94.9 | 94.5 | 97.5 |
| 27 | 97.2 | 92.8 | 98.2 | 105.3 |
| 28 | 99.4 | 100.6 | 112.2 | 104.5 |
| 29 | 82.6 | 105.0 | 92.5 | 96.7 |
| 30 | 52.5 | 99.1 | 81.4 | 86.0 |
| 31 | 19.9 | 37.8 | 25.9 | 17.0 |
| 32 | 102.3 | 119.1 | 103.8 | 103.1 |

In a second layout: entries from further up
[16] COc1ccc(-c2cc(Cc3cccs3)c(=O)n(Cn3ccnc3)n2)cc1
[17] CCCCCCC1CCCCN1C(c1ccccc1)C(O)c1ccccc1 (centres undefined)
[18] C=CCN1C(=O)/C(=C/C(=O)OCC)S/C1=N\Nc1cc(=O)[nH]c2ccc(Br)cc12
[19] CCOC(=O)/C=C/c1ccc(OC)cc1
[20] COc1cc(CNC(=O)CCCC/C=C/C(C)C)ccc1OCc1nnc(Nc2ccccc2Br)o1
[21] CCOC(=O)C1=C(C)NC(C)=C(C(=O)OC)C1c1cccc([N+](=O)[O-])c1 (centres undefined)
[22] Clc1ccc(OCc2cn(Cc3ccc(-c4ccccc4-c4nn[nH]n4)cc3)nn2)cc1
[23] CC1=NCC2NC(=O)NC(C)=C12 (centres undefined)
[24] CCCCCCCC/C=C\CCCCCCCCOc1cccc(CC(=O)NCC[N+](C)(C)C)c1
[25] Cc1ccc(Nc2c(O)nc[nH]c2=O)cc1
Compound	16	17	18	19	20	21	22	23	24	25
OVCAR-5	102.7	62.6	101.0	114.9	92.3	107.6	111.7	97.4	51.8	108.0
NCI/ADR-RES	104.9	65.0	102.1	107.8	90.6	66.2	108.0	106.1	102.9	114.8
OVCAR-3	114.5	65.4	96.9	111.7	104.9	98.5	104.3	105.2	99.4	118.5
NCI-H23	103.9	49.3	95.1	104.5	87.1	83.8	103.6	102.7	83.1	105.3
NCI-H460	115.9	32.7	103.6	104.7	93.2	112.7	112.7	101.3	57.9	114.4
NCI-H522	99.9	48.4	93.9	83.8	76.8	79.1	92.3	96.5	80.8	102.0
NCI-H322M	114.3	77.8	88.5	109.2	94.1	90.2	99.2	94.7	102.4	95.2
NCI-H226	104.4	79.3	98.0	89.2	83.5	106.3	100.2	x	x	105.9
OVCAR-8	104.1	80.7	99.0	89.7	98.7	89.0	110.2	104.8	85.9	107.0
